Source: PubChem (National Center for Advancing Translational Sciences (NCATS))
KAT2A inh – blocks human GCN5L2 histone acetyltransferase; GCN5L2 HAT assay, ThioGlo1 CoA-SH fluorescence; Potency, µM (highest dose often 58.9 µM), for the others: at the highest dose activity change, negative = inhibition, usual class: inhibitors; hit rate 0.21% among 390,000
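GCN5L2 (20nM final) in 50mM HEPES, 0.1mM EDTA pH 7.5, 0.01% Tween-20 was preincubated 15 min at room temperature with compound, then given ThioGlo1 (50uM), H3(1-25) peptide (75uM) and acetyl-CoA (70uM); CoA-thiol fluorescence (Ex340/Em540) was read at 0 and 20 min.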
TDP1 inh – TDP1 (human) enzyme inhibition. Q9NUW8. recombinant TDP1, AlphaScreen DNA substrate cleavage. Potency, µM (highest dose often 130 µM), without a hit: at the top dose activity change, negative = inhibition, usual class: inhibitors. hit rate 0.28% among 350,000. AID 485290; note: nearly all actives have a fitted effect of over 40% in size
Target sequence (Q9NUW8 whole entry, looked up): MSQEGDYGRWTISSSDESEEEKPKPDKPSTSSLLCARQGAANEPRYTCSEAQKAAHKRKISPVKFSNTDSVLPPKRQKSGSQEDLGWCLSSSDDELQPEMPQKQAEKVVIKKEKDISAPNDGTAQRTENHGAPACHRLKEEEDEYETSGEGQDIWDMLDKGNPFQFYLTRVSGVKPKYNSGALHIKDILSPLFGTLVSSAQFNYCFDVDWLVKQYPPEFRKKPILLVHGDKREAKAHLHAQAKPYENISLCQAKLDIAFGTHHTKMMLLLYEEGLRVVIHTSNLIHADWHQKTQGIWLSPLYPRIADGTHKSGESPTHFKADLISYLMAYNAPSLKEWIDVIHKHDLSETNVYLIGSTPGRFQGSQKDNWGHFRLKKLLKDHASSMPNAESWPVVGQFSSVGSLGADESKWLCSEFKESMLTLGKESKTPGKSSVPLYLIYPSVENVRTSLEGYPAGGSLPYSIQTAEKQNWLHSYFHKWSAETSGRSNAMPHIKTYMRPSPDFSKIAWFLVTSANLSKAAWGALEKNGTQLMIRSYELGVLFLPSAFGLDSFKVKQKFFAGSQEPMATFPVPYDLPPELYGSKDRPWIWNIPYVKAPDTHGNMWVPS
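Recombinant E. coli-expressed Tdp1 (1 nM) preincubated with compound 15 min at RT, then 5'-biotin/3'-phosphotyrosine-FITC DNA substrate (15 nM) added for 5 min. AlphaScreen beads (10 ug/ml) added, 10 min RT; tyrosine-FITC cleavage read as signal loss.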
DT40 TDP1 no CPT – qHTS for Inhibitors of human tyrosyl-DNA phosphodiesterase 1 (TDP1): qHTS in cells in absence of CPT; DT40 Tdp1-/- hTDP1 cells, no CPT, ATP luminescence, 48 h; Potency, µM (titrated, usually from 46.2 µM), for inactives: at the highest dose activity change, negative = growth inhibition, actives largely listed as inhibitors; hit rate 15% among 420,000; AID 686978, 2013; note: nearly all actives have a fitted effect of over 55% in size
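Stably hTDP1-transfected Tdp1-null chicken DT40 cells were treated with library compounds minus camptothecin and grown for at least 48 hr at 37 °C, after which cellular ATP was quantified by luminescence.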
Active calls of the source: *; ? = inconclusive; nt = no result given; & = joins results of further samples; ! = a repeat was not active; [ ] = dose if it differs, or a comment. Calls come from the whole dose curve; as a rule, active = well fitted curve in the direction sought with a large enough effect; inconclusive = small, poorly fitted or top-dose-only effect, or another doubt; inactive = no such curve, though single readings can be large; an effect the other way counts as inactive or inconclusive. % is set by controls: 0 for no effect and ±100 for the full control effect; potency is the fitted concentration of half-maximal effect. Not all compounds are listed; the hit share may differ from the screen's.

mol	DT40 TDP1 no CPT	KAT2A inh	TDP1 inh
CCOc1ccc2nc(SCC(=O)N(C)C3CCS(=O)(=O)C3)[nH]c2c1 (stereo unspecified)	-7%	-9%	5%
Cc1ccc(NCCCCO)cc1C	?	1%	3%
COc1cccc(-n2nc(C(=O)O)c3ccccc3c2=O)c1	0%	4%	-1%
Cc1occc1-c1nnc(SCC(=O)N2CCN(c3ccc(F)cc3)CC2)n1C	-19%	-4%	0%
O=C(Nc1ccccc1N1CCCC1)c1cc(Cl)ccc1Cl	-30%	-7%	3%
Cc1ccc(N2Cc3ccccc3C2=O)cc1	?	-2%	nt
CCOc1ccccc1NC(=O)c1ccc(S(=O)(=O)N(C)c2ccccc2)cc1	?	-2%	-2%[56.1 µM]
CCN1CCN(c2cc(C(C)(C)C)nc3c(-c4ccccc4)c(C)nn23)CC1	18µM*	-2%	0%
CCCN1CNc2c(c(=O)[nH]c(=S)n2CCc2cccc(Cl)c2Cl)C1	10µM*	nt	2%
Cc1cc(C)c(S(=O)(=O)N2CCCOC2CNC(=O)C(=O)NCCCn2ccnc2)c(C)c1 (stereo unspecified)	-1%	-1%	3%
COc1ccc(NC(=O)C(c2ccc(OC)cc2)N(C)C(=O)CC2NC(=O)NC2=O)cc1 (stereo unspecified)	1%	-3%	-1%
CCc1ccc(CN2CCCC(CCC(=O)N3CCN(c4ccccn4)CC3)C2)o1 (stereo unspecified)	16µM*	2%	nt
O=C(CCc1ccccc1)Nc1c(F)c(F)c(F)c(F)c1F	2%	-3%	1%
CCn1cc2nc(SCC(=O)Nc3cccc(Cl)c3C)n(Cc3ccc(Cl)cc3)c(=O)c2n1	?	2%	-4%
Cc1ccc(SCC(=O)O/N=C(\N)c2ccncc2)cc1	-7%	-5%	2%[56.1 µM]
Cc1sc2ncnc(NCCCN3CCCC3=O)c2c1C	2%	-2%	2%
O=C(COC(=O)c1ccco1)Nc1ccc(Br)cc1	-8%	-1%	-5%
O=C(NCCc1ccc(Cl)cc1)C1CCN(c2cnccn2)CC1	?	1%	6%
CC1Cc2ccccc2N1C(=O)COC(=O)CNC(=O)c1ccc(Br)o1 (stereo unspecified)	0%	-7%	2%
COc1ccc(S(=O)(=O)N2CCc3ccccc32)cc1OC	-21%	1%	nt
Cc1cc(S(=O)(=O)Nc2ccc(N(C)C)cc2)c(C)s1	?	-4%	8%
Nc1nnc(SCC(=O)Nc2sc3c(c2C(=O)c2ccccc2)CCCC3)s1	16µM*	-4%	-2%
O=C(COC(=O)c1c2c(nc3ccccc13)/C(=C\c1cccs1)CCC2)Nc1ccccc1Cl	13µM*	-5%	1%
COc1ccc(S(=O)(=O)N2CCOCC2)cc1C(=O)N(C)Cc1ccco1	-30%	4%	0%
O=C(O)CCNS(=O)(=O)c1cccc(Br)c1	4%	1%	-6%
CC(C)C1CCN(C(=O)C2CCC(=O)N(CCc3ccc(Cl)cc3)C2)CC1 (stereo unspecified)	?	-8%	4%
CC(c1nccs1)N(C)C(=O)CCc1nnc(CCc2ccccc2)o1 (stereo unspecified)	-15%	-3%	-6%
CC(C)(C)NCc1cc(Br)ccc1OCc1cccs1	?	-12%	-3%
CCOc1ccc(/C=N/n2c(C)nnc2C)cc1OC	17%	-2%	1%
CC1CCCN(S(=O)(=O)c2ccc3c(c2)n(C)c(=O)c(=O)n3C)C1 (stereo unspecified)	8%	0%	4%
COC(=O)[C@@H]1C[C@@]2(O)[C@H](O)[C@H](O)[C@H](O)C[C@H]2N1Cc1ccc(C)s1	2%	-5%	-1%&2%
COc1cnn(-c2ccc(C)cc2)c(=O)c1SCc1ccccc1	?	-4%	5%
COc1ccc(-c2c(-c3ccc4c(c3)OCO4)noc2C)cn1	11µM*!	0%	nt
CCc1ccc(NS(=O)(=O)c2cc3c(cc2C)n(C)c(=O)c(=O)n3C)cc1	13µM*	-21%	nt
COc1ccccc1OCC(=O)NCC1CCCN(Cc2cnn(C(C)C)c2)C1 (stereo unspecified)	-24%	-19%	1%
CCOC(=O)c1ccc(NC(=O)CC2C(=O)N(c3cccc(OC)c3)C(=O)N2Cc2cccnc2)cc1 (stereo unspecified)	21µM*	-3%	6%
Cc1ccc(SCC(=O)OCC(=O)N(C)CC(=O)Nc2ccc(F)cc2)cc1	-23%	-1%	0%
N#C/C(=C\C1=C(N2CCOCC2)C(=C\c2ccc(Cl)cc2)/CC1)C(=O)Nc1ccccc1F	12µM*	-3%	8%
O=C(CC1(O)C(=O)c2ccccc2C1=O)c1ccccc1	-9%	-5%	3%
O=C(COC(=O)c1ccc(Cl)cc1O)NC(=O)C1CCCCC1	-1%	?	3%
CCN(CC)S(=O)(=O)c1ccc(NN=C2CCN(C(C)C)CC2)c([N+](=O)[O-])c1	?	-2%	7%
O=C(Cn1cc(SCc2ccc(F)cc2)c2ccccc21)N1CCOCC1	16µM*	0%	3%
CC(=O)Oc1ccc(C(=O)Nc2cc(C)ccc2NC(=O)COc2ccccc2)cc1	?	-1%	0%
O=C(Cn1ccn(-c2cccc(Cl)c2)c(=O)c1=O)c1ccc(F)cc1	1%	-10%	4%
Nc1ccc(C(=O)NCCCCCCNC(=O)c2ccc(N)cc2)cc1	17%	21%	nt
CC(C)[C@H](NS(=O)(=O)c1ccccc1)C(=O)OCn1nnc2ccccc2c1=O	-30%	3%	-1%
CC(=O)NC1=NN(c2ccccc2)C(=O)C1	-9%	-2%	0%
CCCc1nc2ccccc2c(=O)n1-c1ccc(C(=O)OCC)cc1	?	-3%	-4%

Record cards, as listed above:
CC(=O)NC1=NN(c2ccccc2)C(=O)C1 across the screens: DT40 TDP1 no CPT: -9%; KAT2A inh: -2%; TDP1 inh: 0%
CCCc1nc2ccccc2c(=O)n1-c1ccc(C(=O)OCC)cc1 across the screens: DT40 TDP1 no CPT: ?; KAT2A inh: -3%; TDP1 inh: -4%

(next part)
mol	DT40 TDP1 no CPT	KAT2A inh	TDP1 inh
O=C(NCCc1ccccc1)c1c(F)cccc1F	0%	1%	-5%
CCOC(=O)c1ccc(N2Cc3ccccc3C2=NC(=O)c2ccncc2)cc1	-10%	-3%	-3%
Cc1cnc(NC(=O)CCc2ccccc2)s1	8.2µM*	-8%	nt
CCN1C(=O)/C(=C/C=C2\C=CN(CC)c3ccccc32)SC1=S	16µM*	1%	5%
COC(=O)c1ccsc1NC(=O)c1ccco1	4%	-17%	1%
CCC(=O)N1c2ccccc2[C@@H](N(C(C)=O)c2ccccc2)C[C@H]1C	-24%	?	10%
CCOc1ccccc1NC(=O)CSc1nc2c(sc3ccccc32)c(=O)n1CCCC(=O)NC1CCCC1	?	0%	1%
COc1cc(OC)cc(C(=O)NNC(=O)CN2C(=O)NC3(CCCC3)C2=O)c1	7%	-2%	-1%[56.1 µM]
COc1ccc(/C=N/Nc2nc3ccccc3c(=O)[nH]2)cc1	-29%	-5%	8%
CCN(CC)C(=O)CSc1ccccc1N	9%	4%	4%
COC(=O)c1ccc(OCC2c3cc(OC)c(OC)cc3CCN2C(=O)c2ccccc2F)cc1 (stereo unspecified)	18µM*	-4%	5%
N#Cc1ccc(C(=O)NN2C(=O)NC3(CCCCC3)C2=O)cc1	5%	-4%	-4%
Cc1ccc(/C(=C\CN2CCCC2)c2ccccn2)cc1	?	-25%&6%&-9%&-3%&2%	9%[56.1 µM]
O=C(Nc1ccc(N2CCOCC2)c2nonc12)C1CCCC1	26µM*	-12%	6%
Cc1nc2nc[nH]n2c(=O)c1NS(C)(=O)=O	-1%	0%	5%
CCOc1cc(-c2noc(CCC(=O)NCCc3ccccc3)n2)ccc1OC	-6%	-3%	nt

Reprinted at random: 3 entries already listed
mol	DT40 TDP1 no CPT	KAT2A inh	TDP1 inh
O=C(Nc1ccc(N2CCOCC2)c2nonc12)C1CCCC1	26µM*	-12%	6%
COC(=O)c1ccc(OCC2c3cc(OC)c(OC)cc3CCN2C(=O)c2ccccc2F)cc1 (stereo unspecified)	18µM*	-4%	5%
COc1ccc(/C=N/Nc2nc3ccccc3c(=O)[nH]2)cc1	-29%	-5%	8%

The results go on.
mol	DT40 TDP1 no CPT	KAT2A inh	TDP1 inh
CCCn1c(CNC(=O)Cc2ccccc2)nc2ccccc21	0%	0%	-3%
Cc1ccc(C(=O)C2=C(O)C(=O)N(Cc3cccnc3)C2c2ccc(N(C)C)cc2)o1 (stereo unspecified)	-24%	0%	nt
COc1ccc(OC)c(NC(=S)NCc2ccc(S(N)(=O)=O)cc2)c1	0%	?	1%
CCC(C)(C)n1nnnc1C(c1ccc(C)cc1)N1CCN(Cc2cccnc2)CC1 (stereo unspecified)	?	-5%	2%
O=C(CSc1nccn(-c2ccc(Br)cc2)c1=O)NCc1ccccc1	?	-7%	16%
CC(C)Cn1c(N)c(C(=O)CSc2nnc(C3CC3)n2C2CC2)c(=O)n(C)c1=O	-29%	3%	10%
CCOC(=O)N1CCN(C(=S)Nc2ccccc2C(C)C)CC1	-3%	1%	2%
Cc1ccc(NC(=O)Nc2cc(S(=O)(=O)N(C)C)ccc2C)cc1	-9%	-12%	5%
CCOC(=O)c1c(C)[nH]c(C(=O)COC(=O)COc2ccccc2C)c1C	4%	-6%	4%
CCC(C)(C)n1nnnc1C(C(C)C)N1CCN(C)CC1 (stereo unspecified)	-3%	-9%	1%
COc1ccc(-c2ccc(-c3cc(=O)oc4c(C(C)C)ccc(C)c34)cc2)cc1	21µM*	?	-1%[56.1 µM]
CCNc1c(NS(=O)(=O)c2ccc(OC)c(Cl)c2)c(=O)oc2ccccc12	?	-4%	2%
COc1ccc(S(=O)(=O)N(CC(=O)NCc2ccncc2)c2cc(C)cc(C)c2)cc1OC	0%	1%	nt
CSc1nc(C)c(CCOCc2ccccc2)c(=O)[nH]1	-16%	0%	3%
Cc1cc(C)c(OCC(=O)Nc2ccccc2N2CCOCC2)c(C)c1	22µM*	-5%	-4%
CC(=O)NS(=O)(=O)c1ccc(NC(=O)CC23CC4CC(CC(Br)(C4)C2)C3)cc1	-6%	0%	nt
NS(=O)(=O)c1ccc(NC(=O)CSc2nnc(COc3ccccc3Cl)n2C2CC2)cc1	?	1%	-1%
NC(=O)CC(NC(=O)Cc1cccc2ccccc12)c1ccc(NCCc2cccc(F)c2)c([N+](=O)[O-])c1 (stereo unspecified)	-29%	2%	4%
CCn1c(C)cc(C(=O)CN2C(=O)c3ccccc3S2(=O)=O)c1C	-9%	0%	2%[56.1 µM]
Cn1c(CC(=O)Nc2ccccc2)n[nH]c1=S	5%	4%	6%
COC(=O)c1ccccc1NC(=O)CSc1nncn1C	3%	-7%	0%
COc1ccc(CCN2CC(C(=O)NCCc3ccccn3)CCC2=O)cc1 (stereo unspecified)	2%	-1%	2%
C=CCOc1ccc(C=Nc2cccc(Cl)c2)c(O)c1	-21%	-8%	-5%
COC(=O)c1ccc(C(=O)OC)c(NC(=O)c2cc3nc(-c4ccc(C)cc4)cc(C(F)(F)F)n3n2)c1	0%	-4%	3%
O=C1OCCN1C(=O)[C@H]1[C@H](c2ccc(Cl)cc2)C(c2cccc(Cl)c2)=NN1c1ccc(Br)cc1	?	13µM*!	-14%[56.1 µM]
Cc1csc(NC(=O)c2ccc(S(=O)(=O)N3CCCC3)cc2)n1	-25%	3%	nt
CCOc1ccccc1OCCn1ncc2ccc(OC)c(OC)c2c1=O	-19%	3%	4%
COc1cc(CN2CCN(c3cccc(C)c3C)CC2)cc(Br)c1O	21µM*	-3%	3%
CC(NC(=O)CN1C(=O)NC(Cc2ccccc2)(Cc2ccccc2)C1=O)C12CC3CC(CC(C3)C1)C2 (stereo unspecified)	?	?	2%
COc1ccccc1N1C(=O)CC(N2CCN(c3ccc(Cl)cc3)CC2)C1=O (stereo unspecified)	-16%	1%	nt
CC(C)OCCCNc1nc2c([nH]1)c(=O)n(C)c(=O)n2C	-12%	-1%	1%
